# Cneo AK release: Cryptococcus neoformans cell lysis inducers, primary screen, AK release luminescence, single concentration; lysis activity, % at 15 µM; AID 651654, 2012; C. neoformans lysis, adenylate kinase release luminescence, 4 h; normalised: neutral wells 0, clomiphene wells 100; 360,000 tested, 0.2% active;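 active means mean lysis activity across replicates of at least 80%, whatever share of replicates individually reach that level; inactive means mean lysis activity below 80%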
#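 Schedule: static 4 h at 37 °C with compound, 1 h detection; system: C. neoformans cells; benchmarks: Clomiphene as positive control; buffer or medium: fresh YPD medium; measure: luminescence rise reflecting yeast cell lysis; measured by: luminescent adenylate kinase detection reagent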
# LGR2 antag: inhibitors of bursicon-induced LGR2 CRE-luciferase signal, primary screen, cell-based, HEK293, CRE-luciferase reporter, bursicon stimulation; inhibition, % at 9.99 µM; bursicon-stimulated, 4 h; 380,000 tested, 0.35% active; Drosophila bursicon receptor LGR2 (rickets);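 active means drop in luminescence signal, shown as inhibition above about 50% in the replicate tests, limit read from the data, passing the limit was not always enough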;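 further: agonist challenge used bursicon conditioned medium at about half maximal strength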
# C2C12 statin: suppressors of statin myotoxicity in C2C12 myotubes, primary screen, cell-based, single point, plate reader; 330,000 tested, 0.78% active; C2C12 myotubes + simvastatin, ATP luminescence, 48 h; scaled: DMSO 0, geranylgeraniol control 100; rescue of ATP level, % at 7.49 µM;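 active means mean ATP rescue above about 67%, or every replicate alone reaching that limit, limit read from the data, passing the limit was not always enough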;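 further: myotubes were challenged with 10 µM simvastatin during compound exposure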
# PGC1a acetyl inh: inhibitors of PGC1a acetylation signal, primary screen, cell-based, U2OS, AlphaScreen, inhibitor mode | inhibition, % at 15.6 µM | AlphaScreen anti-acetyl-lysine; with virally co-expressed GCN5 acetyltransferase | 350,000 tested, 0.17% active;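 active means every replicate shows inhibition of at least 40%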;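 further: 0% = neutral control wells and 100% = positive control wells; some results beyond the cut were filed as inactive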
# ARNT-TACC3 inh: disruptors of ARNT/TACC3 protein interaction, primary screen, biochemical, AlphaScreen, single concentration; Transforming acidic coiled-coil-containing protein 3 (Homo sapiens), Q9Y6A5; inhibition, % at 9.99 µM; AlphaScreen His-ARNT PAS-B/GST-TACC3 binding, luminescence; TACC3 fragment carries E629A point mutation; AID 623870, 2012; 390,000 tested, 0.66% active;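 active means mean inhibition of replicates at least 50% and at least half of replicates each reaching 50%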;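 further: 0% = complete ARNT plus TACC3 wells and 100% = ARNT alone without TACC3; many hits fall short of the cut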
# INS-1E GSIS act: GLuc luminescence reporter in INS-1E cells, primary screen for activators of glucose-dependent secretion of insulin; INS-1E GLuc reporter insulin secretion, 2-3 h; activation, % at 16.6 µM; 370,000 tested, 0.61% active;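 active means lowest replicate activation of at least 40%, so every replicate reaches that level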;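 further: 0% = median of neutral control wells and 100% = median of IBMX positive control wells; some compounds called inactive have numbers as strong as hits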
# PglD DTNB: C. jejuni PglD acetyltransferase inhibitors, primary screen, biochemical, DTNB colorimetric, single point | UDP-N-acetylbacillosamine N-acetyltransferase PglD (Campylobacter jejuni) | purified PglD enzyme, DTNB colorimetric CoA detection | inhibition, % at 12.5 µM | 360,000 tested, 0.098% active | AID 602405, 2012; in the data active means inhibition above about 16%, passing the limit was not always enough; further: strong numbers were not always called active
# PAX8 inh HTS: inhibitors of PAX8-driven TPO luciferase reporter, primary screen, RMG-I cells, single concentration. SteadyGlo, 24 h. inhibition, % at 12.6 µM. 360,000 tested, 1.2% active;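 active means mean replicate inhibition at least 60% with every replicate also reaching 60%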;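 further: luciferase light reporting Pax8 driven TPO promoter activity; plate controls were median of neutral control wells for no effect and mitoxantrone controls for full effect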
# * hit, by the source's call; nt = not tested or not shown.
nr	molecule	Cneo AK release	LGR2 antag	C2C12 statin	PGC1a acetyl inh	ARNT-TACC3 inh	INS-1E GSIS act	PglD DTNB	PAX8 inh HTS
1	Cc1ccc(NC(=O)c2oc3ccccc3c2C)nc1	-3	-70	nt	0	2	10	1	-100
2	O=C(C[C@H]1CC[C@H]2[C@@H](COC[C@H](O)CN2Cc2cc(F)ccc2F)O1)N[C@H]1CCN(Cc2ccccc2)C1	6	4	4	-7	-7	-1	2	4
3	CC(C)(C)NC(=S)NC1CC1	nt	-15	nt	nt	-5	-10	nt	-23
4	O=S(=O)(c1ccc(NCCCO)nc1)N1CCOCC1	0	-7	9	nt	-1	49*	-3	-4
5	O=C(NC1(c2ccccc2)CC1)C1CCC(=O)N(Cc2ccc(Cl)cc2)C1 (configuration not stated)	0	3	-20	19	0	-1	-4	-13
6	CC(=O)N(C)C[C@@H]1Oc2cc(C#CC3CC3)ccc2S(=O)(=O)N([C@H](C)CO)C[C@H]1C	nt	3	-10	1	nt	-4	nt	nt
7	COc1ccc(CC(N)c2csc(NC(=O)NCc3ccccc3)n2)cc1 (configuration not stated)	-1	7	-28	nt	nt	1	9	7
8	C[C@@H]1CN([C@@H](C)CO)C(=O)c2cccc(NC(=O)c3ccncc3)c2O[C@H]1CN(C)Cc1ccc(C(=O)O)cc1	-6	-1	-3	1	-7	17	1	-6
9	COc1cccc(CN(C)CC(=O)Nc2cccc3ccccc23)c1	-12	23	9	-8	-2	-4	2	3
10	C[C@H](CO)N1C[C@H](C)[C@H](CN(C)C(=O)CCC(F)(F)F)OCCCC[C@H](C)Oc2ccc(NC(=O)Nc3ccccc3)cc2C1=O	1	3	nt	-7	-2	-31	-1	-25
11	O=C(CSc1ccccn1)N1CCN(c2ccccc2)CC1	nt	nt	-23	-19	32	3	nt	nt
12	CCC1(C)NC(=O)N(CC(=O)c2cc(C)n(C3CC3)c2C)C1=O (configuration not stated)	0	-1	-1	-19	2	1	-4	-9
13	COc1ccccc1C(=O)NNC(=O)c1cccc(Br)c1	-3	-54	-2	18	-4	3	-5	-33
14	CC(C)c1nnc(NC(=O)CCC(=O)NCc2cccs2)s1	0	nt	8	15	nt	nt	-7	nt
15	Cc1ccc(-c2nc(Nc3ccc(N4CCOCC4)cc3)c3ccccc3n2)cc1	-2	8	-33	-33	7	nt	-5	34
16	CCOC(=O)CSc1nnc(CSc2nc3ccccc3c(=O)[nH]2)n1-c1ccccc1	6	-19	17	6	2	13	-3	nt
17	CCNC(=O)Nc1ccc2c(c1)C(=O)N(C)[C@@H]1CC[C@H](CC(=O)NCC3CCCCC3)O[C@@H]1CO2	-3	-4	-9	3	-1	1	-2	3
18	O=C(Cn1cnc2cc([N+](=O)[O-])ccc2c1=O)NC(=O)NCc1ccccc1	-5	-4	nt	14	-2	-11	-9	9
19	CC(C)Oc1ccc(C(=O)N2CCN(C(=O)c3ccco3)CC2)cc1	1	3	nt	-1	-7	16	0	5
20	CCC(CO)NS(=O)(=O)c1cc(-c2nn(C)c(=O)c3ccccc23)ccc1C (configuration not stated)	nt	-14	6	-10	4	23	nt	11
21	NC(=O)CSc1nc2ccccc2c(=O)n1Cc1ccccc1	-2	11	3	-25	-1	22	-1	-13
22	CCOC(=O)c1ccc(N=Nc2c(C)[nH]n(-c3ccccc3)c2=O)cc1	2	14	-1	-3	11	5	1	12
23	CC(=O)c1sc(=S)n(Cc2ccccc2)c1C	-2	-26	2	-3	12	4	-4	-7
24	Cc1ccc(C(=O)N2CCN(c3ccc(NC(=O)c4ccc(Br)o4)cc3)CC2)cc1	-2	nt	nt	-124	4	nt	1	nt

# Some of these compounds in order of their number in PglD DTNB, falling:
entry	Structure	PglD DTNB
22	CCOC(=O)c1ccc(N=Nc2c(C)[nH]n(-c3ccccc3)c2=O)cc1	1
15	Cc1ccc(-c2nc(Nc3ccc(N4CCOCC4)cc3)c3ccccc3n2)cc1	-5
14	CC(C)c1nnc(NC(=O)CCC(=O)NCc2cccs2)s1	-7

# Three entries picked at random from the list so far, as already listed:
nr	molecule	Cneo AK release	LGR2 antag	C2C12 statin	PGC1a acetyl inh	ARNT-TACC3 inh	INS-1E GSIS act	PglD DTNB	PAX8 inh HTS
23	CC(=O)c1sc(=S)n(Cc2ccccc2)c1C	-2	-26	2	-3	12	4	-4	-7
17	CCNC(=O)Nc1ccc2c(c1)C(=O)N(C)[C@@H]1CC[C@H](CC(=O)NCC3CCCCC3)O[C@@H]1CO2	-3	-4	-9	3	-1	1	-2	3
9	COc1cccc(CN(C)CC(=O)Nc2cccc3ccccc23)c1	-12	23	9	-8	-2	-4	2	3

# Later entries.
nr	molecule	Cneo AK release	LGR2 antag	C2C12 statin	PGC1a acetyl inh	ARNT-TACC3 inh	INS-1E GSIS act	PglD DTNB	PAX8 inh HTS
25	O=C(c1cccnc1)N1CCN(CCCc2ccccc2)CC1	-4	nt	2	5	-6	nt	3	nt
26	C[C@@H]1CN([C@@H](C)CO)S(=O)(=O)c2ccc(C3=CCCC3)cc2O[C@@H]1CN(C)C(=O)C1CCOCC1	-6	-6	-6	-12	-5	5	-4	-14
27	COc1ccc(CNC(=O)CCCn2nc(C)n3ccnc3c2=O)cc1	0	nt	-2	8	1	nt	4	1
28	CCCNC(=O)Nc1ccc2c(c1)C(=O)N(C)C[C@@H](OC)[C@H](C)CN(C(=O)C1CCOCC1)[C@H](C)CO2	-3	-3	-1	-10	-12	10	8	-21
29	Cc1cccc(CSCCNC(=O)CSCc2ccc([N+](=O)[O-])cc2)c1	-3	nt	24	-3	nt	nt	-13	23
30	CN(C)c1ccc(NC(=O)Cn2ncn3c(cc4ccccc43)c2=O)cc1	-1	9	13	-6	5	-4	1	nt
31	CCCN(C)C[C@@H]1OCCCC[C@H](C)Oc2ccc(NC(=O)Cc3ccccc3)cc2C(=O)N([C@@H](C)CO)C[C@@H]1C	3	12	-44	5	5	-11	-1	32
32	C[C@H](CO)N1C[C@H](C)[C@@H](CN(C)S(=O)(=O)c2cccs2)Oc2c(cccc2N(C)C)C1=O	5	nt	0	6	5	-12	-4	11
33	C[C@H]1CCCCO[C@H](CN(C)S(=O)(=O)c2ccc(F)cc2)[C@@H](C)CN([C@@H](C)CO)C(=O)c2cc(NS(=O)(=O)c3ccc(Cl)cc3)ccc2O1	3	7	nt	-1	13	-13	-1	89*
34	O=C(c1ccoc1)N1CCCC(N2CCN(c3cccc(C(F)(F)F)c3)CC2)C1 (configuration not stated)	-1	8	nt	-8	10	-16	2	5
35	CN(C(=O)COC(=O)c1ccccc1SCC(=O)N1CCCC1)c1ccccc1	7	14	3	nt	-8	4	2	8
36	O=C(C[C@H]1CC[C@@H]2[C@H](COC[C@H](O)CN2C(=O)c2ccncc2)O1)NCc1cc(F)cc(F)c1	0	-10	-5	-9	-16	6	1	-9

# Profiles, quoted from the list:
# CCOC(=O)CSc1nnc(CSc2nc3ccccc3c(=O)[nH]2)n1-c1ccccc1 is listed with Cneo AK release: 6; LGR2 antag: -19; C2C12 statin: 17; PGC1a acetyl inh: 6; ARNT-TACC3 inh: 2; INS-1E GSIS act: 13; PglD DTNB: -3; PAX8 inh HTS: nt
# C[C@@H]1CN([C@@H](C)CO)C(=O)c2cccc(NC(=O)c3ccncc3)c2O[C@H]1CN(C)Cc1ccc(C(=O)O)cc1 is listed with Cneo AK release: -6; LGR2 antag: -1; C2C12 statin: -3; PGC1a acetyl inh: 1; ARNT-TACC3 inh: -7; INS-1E GSIS act: 17; PglD DTNB: 1; PAX8 inh HTS: -6

# The list goes on.
nr	molecule	Cneo AK release	LGR2 antag	C2C12 statin	PGC1a acetyl inh	ARNT-TACC3 inh	INS-1E GSIS act	PglD DTNB	PAX8 inh HTS
37	CC(=O)Nc1ccc(S(=O)(=O)N(C#N)c2nc(C)cc(C)n2)cc1	-2	8	0	-6	5	-11	0	20
38	Cc1c(C(=O)Nc2cccc(F)c2)cnn1-c1ccccc1	-7	-90	-27	12	8	-7	-5	-194
39	Cc1ccc(CSc2nc3ccccc3c(=O)[nH]2)cc1	2	-30	3	1	-1	9	3	-41
40	Cc1ccc(C(=O)NC2CCCc3ccccc32)cc1[N+](=O)[O-] (configuration not stated)	0	-19	nt	-11	nt	-16	0	5
41	COC(=O)[C@@H]1CCCN1C(=O)c1ccc(OC2CCN(Cc3ccccn3)CC2)cc1	1	-2	1	-1	11	-13	1	-14
42	CC(C)CC(=O)Nc1ccc2c(c1)nc(CCN1CCOCC1)n2C	nt	-10	nt	nt	-16	14	nt	1
43	O=[N+]([O-])C(C1CCS(=O)(=O)C1)C1CCS(=O)(=O)C1 (configuration not stated)	nt	7	nt	-9	nt	-5	nt	21
44	CCNc1ccc(C(=O)NN=C2CCCC2)cc1[N+](=O)[O-]	nt	-3	nt	13	1	20	nt	-9
45	COc1ccc(CN2C(=O)c3cccc4cccc2c34)cc1F	-1	-10	13	nt	-20	20	0	11
46	Cc1noc(C)c1NC(=O)Nc1ccc2c(c1)C(=O)N([C@@H](C)CO)C[C@@H](C)[C@@H](CN(C)C(=O)CCCN(C)C)OCCCC[C@@H](C)O2	-2	7	19	-5	-2	1	2	-34
47	COC(=O)N(NC(=O)C(O)(c1ccccc1)c1ccccc1)c1ccccc1	nt	4	nt	nt	2	-4	nt	-38
48	COc1cc(/C=N/N2CCN(Cc3ccc(C)cc3)CC2)cc(OC)c1O	-3	-16	11	7	8	5	3	-5
49	O=C(c1ccc(COc2ccccc2Br)o1)N1CCCCCC1	4	-18	-2	-10	-4	-16	-3	nt
50	Cc1cccc(-c2ccc([C@@H]3[C@@H](CO)N4CCCCN(S(=O)(=O)c5ccccc5F)C[C@@H]34)cc2)c1	-4	9	19	5	-1	0	2	-3
51	C[C@@H]1CN([C@H](C)CO)C(=O)c2cc(NS(=O)(=O)c3ccccc3)ccc2O[C@H]1CN(C)CC1CC1	-63	-22	-7	nt	-17	10	3	7
52	CN(Cc1ccon1)Cc1cn(C)nc1-c1ccc(Oc2ccccc2)cc1	-1	5	nt	-2	3	-36	-2	8
53	COC(=O)C1CC2(C(=O)OC)CC(C(=O)OC)(CC(C(=O)OC)C2=O)C1=O (configuration not stated)	-1	10	3	2	0	2	3	3
54	O=C(N/N=C/c1cccc([N+](=O)[O-])c1)c1cccs1	nt	-56	nt	nt	-6	26	nt	-117
55	COc1ccc(S(=O)(=O)N(C)C[C@@H]2Oc3ccc(NC(=O)CCCN(C)C)cc3C(=O)N([C@H](C)CO)C[C@@H]2C)cc1	-1	-3	1	-5	-13	-12	-6	-5
56	O=C(C1CCCCC1)N1CCC2CC1c1cc(N3CCCCC3)ccc12 (configuration not stated)	-1	nt	-6	-3	nt	nt	-4	3

# INS-1E GSIS act, what is marked active above
item | compound | LGR2 antag | PGC1a acetyl inh | ARNT-TACC3 inh | INS-1E GSIS act | PglD DTNB
4 | O=S(=O)(c1ccc(NCCCO)nc1)N1CCOCC1 | -7 | nt | -1 | 49* | -3

# Bioassay records deposited in PubChem by Broad Institute.
